Bioassay records deposited in PubChem BioAssay by several laboratories.
MLLE-PAM2 inh – blocks PAM2 peptide binding to the PABP1 MLLE domain; P11940; GST-MLLE / FITC-PAM2 fluorescence polarization; inhibition, % at 20 µM; 0.36% of 360,000 active; AID 588489; in the data active means inhibition above about 35%, passing the limit was not always enough;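 further: plate controls were DMSO wells with GST-MLLE for no effect and wells lacking GST-MLLE protein for full effect; some results filed as inactive read as strong as hits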
Rin1-Abl PPI inh – blocks binding of human Rin1 to Abl. inhibition, % at 7.35 µM. 0.4% of 360,000 active. TR-FRET Rin1/Abl binding, biochemical. P00519+Q13671; in the data active means inhibition above about 5%, passing the limit was not always enough
eLon inh – inhibitors of E. coli Lon protease; P0A9M0; purified E. coli Lon protease, fluorescence polarization; inhibition, % at 7.94 µM; 0.42% of 360,000 active; in the data active means inhibition above about 13%, passing the limit was not always enough;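 further: 0% = enzyme with probe and DMSO and 100% = no enzyme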
CSN deneddyl inh – CSN deneddylation inhibition | Q92905 | Purified CSN, SCF-Nedd8-OG deneddylation, fluorescence polarization | inhibition, % at 12.5 µM | 0.38% of 360,000 active;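 active means pattern-corrected inhibition above about 35%, with an unprinted fluorescence ratio check between 0.5 and 1.5, limit read from the data, passing the limit was not always enough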;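 further: 0% = enzyme with substrate and 100% = substrate without enzyme; some results filed as inactive read as strong as hits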
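Assay system: Purified human Csn5 enzyme expressed in HEK293T cells | Amount: Enzyme 0.24 nM | Measured by: Fluorescence polarization readout | Medium: Tris/NaCl/DTT buffer, pH 7.5 | Compound dosing: One concentration, 12.5 µM, 0.25% DMSO | Times: 90 min incubation of compound, enzyme and substrate at room temperature | Control set: no-enzyme wells high, enzyme-with-substrate wells low | Read-out: % inhibition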
Rpn11 block – Rpn11 (human) deubiquitinase inhibition; O00487; human 26S proteasome, Ub4-pepOG fluorescence polarization; 20S core pre-blocked with epoxomicin; calls only at 20 µM; 0.59% of 360,000 active; AID 588493;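 active means inhibition at 20 µM, scaled to each plate's controls, above about 33%, limit read from the data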
MsrA act – bovine methionine sulfoxide reductase A activation | activation, % at 10.6 µM | 0.3% of 360,000 active | AID 602163 | purified bovine MsrA, absorbance read-out; in the data active means activation above about 7.5%;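 further: 0% = vehicle and 100% = reference activator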
FAS TE block – inhibitors of human fatty acid synthase thioesterase domain. AID 602261. recombinant FAS-TE, OMFH fluorogenic substrate, fluorescence endpoint. P49327. 0.67% of 360,000 active. inhibition, % at 15 µM;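 active means compounds whose normalised, plate-corrected inhibition of enzyme fluorescence in the single-dose primary screen is 50% or more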;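 further: 0% = DMSO with enzyme and 100% = substrate without enzyme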
MsrA inhibitor – inhibitors of bovine MsrA; purified bovine MsrA, absorbance read-out; inhibition, % at 15.5 µM; 0.75% of 360,000 active; in the data active means inhibition above about 4.5%;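 further: 0% = vehicle wells with enzyme and 100% = reference inhibitor wells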
MT1-MMP act inh – blocks activation of human MT1-MMP; P50281; HT1080 RFP-PRO-GFP cells, GFP/RFP ratio fluorescence, overnight; percent of plate control window, DMSO zero; GFP/RFP ratio change, % at 20 µM; 0.061% of 360,000 active; AID 651647;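 active means GFP/RFP ratio change of at least 30% with cell ATP level not reduced by more than half and red fluorescence within 50% of control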; further: strong numbers were not always called active
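Assay system: HT1080 RFP-PRO-GFP cells. Benchmarks: DMSO vehicle wells and RFP-L50D-GFP reporter cell wells. Times: overnight cell settling, then overnight compound exposure, 37 °C, 5% CO2. Compound: 20 µM single dose, 1% DMSO. Read-out basis: GFP/RFP fluorescence ratio.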
* = called active by the depositor; i = inactive; . = not tested or not shown.

Sample of the layout:
SMILES	MLLE-PAM2 inh	Rin1-Abl PPI inh	eLon inh	CSN deneddyl inh	Rpn11 block	MsrA act	FAS TE block	MsrA inhibitor	MT1-MMP act inh
CCN(C(=O)CN1CCN(c2cccc(Cl)c2)CC1)c1c(N)n(Cc2ccccc2)c(=O)[nH]c1=O	-9	4	10	3	i	-14	2	0.6	-4
CCOc1ccc(N/C(N)=N/c2nc(CSc3nnnn3-c3ccccc3)cc(=O)[nH]2)cc1	10	-1	1	-2	i	0	-3	-0.4	1
COc1cccc(CNC(=O)CN(C)S(=O)(=O)c2cccc3cccnc23)c1	13	-3	-7	-1	i	-2	0	0.6	3
CC(NC(=O)c1cccc(F)c1)C1CC2CCC1C2 (stereo not given)	3	0	8	3	i	-4	0	1.5	1
COc1cc(C(C(=O)Nc2c(C)cccc2C)N(C)C(=O)c2ccc(-n3cnnn3)cc2)ccc1O (stereo not given)	-6	-2	-15	1	i	-9	-5	-2.3	-3

The list itself, previewed entries included:
SMILES	MLLE-PAM2 inh	Rin1-Abl PPI inh	eLon inh	CSN deneddyl inh	Rpn11 block	MsrA act	FAS TE block	MsrA inhibitor	MT1-MMP act inh
CCN(C(=O)CN1CCN(c2cccc(Cl)c2)CC1)c1c(N)n(Cc2ccccc2)c(=O)[nH]c1=O	-9	4	10	3	i	-14	2	0.6	-4
CCOc1ccc(N/C(N)=N/c2nc(CSc3nnnn3-c3ccccc3)cc(=O)[nH]2)cc1	10	-1	1	-2	i	0	-3	-0.4	1
COc1cccc(CNC(=O)CN(C)S(=O)(=O)c2cccc3cccnc23)c1	13	-3	-7	-1	i	-2	0	0.6	3
CC(NC(=O)c1cccc(F)c1)C1CC2CCC1C2 (stereo not given)	3	0	8	3	i	-4	0	1.5	1
COc1cc(C(C(=O)Nc2c(C)cccc2C)N(C)C(=O)c2ccc(-n3cnnn3)cc2)ccc1O (stereo not given)	-6	-2	-15	1	i	-9	-5	-2.3	-3
CCOc1ncccc1C(=O)OCC(=O)Nc1cccc(S(=O)(=O)N2CCCCCC2)c1	-7	0	-10	3	i	-8	14	-0.5	6
Nc1c(Cl)ncnc1NCC(O)CO (stereo not given)	-4	1	0	2	i	-5	-5	-1.6	-1
Cc1cccc(OC(C)C(=O)Nc2nc(-c3cccnc3)cs2)c1 (stereo not given)	10	0	6	3	i	-4	4	1.0	-3
Cc1cc(NC(=O)CN2C(=O)NC(C)(c3ccccc3)C2=O)no1 (stereo not given)	-9	-2	0	4	i	-3	-8	-1.4	5
COC(=O)c1cc(CSc2ncnc3sccc23)oc1C	-3	-2	-15	4	i	-1	13	-0.3	-21
CC(O)(c1cccnc1)c1nc(-c2ccc(S(C)(=O)=O)cc2)cs1 (stereo not given)	14	2	4	2	i	-2	-9	-0.3	0
CCOC(=O)C1CCCN(C(=O)Cc2c(F)cccc2Cl)C1 (stereo not given)	2	5	-7	1	i	-2	-7	-0.1	1
CCN1CCN(S(=O)(=O)c2cc(OC)ccc2OC)CC1	2	0	2	3	i	-3	-9	-0.1	-3
CN(C)C(=O)c1ccccc1NC(=O)Cc1cccc2ccccc12	13	-4	-3	-4	i	-3	-2	0.2	-9
Cc1ccc(C(C(=O)NCc2ccco2)N(C(=O)Cn2nnc3ccccc32)c2ccccc2)o1 (stereo not given)	0	1	-2	4	i	-1	9	1.7	0
O=C(Nc1cccc(F)c1)N1CCc2nc(NCc3cccc(Oc4ccccc4)c3)ncc2C1	-24	0	-9	-1	i	-5	-3	-0.7	12
O=c1cc(CSc2ccccc2)[nH]c(=S)[nH]1	31	-3	-5	1	i	11*	-9	0.8	4
Cc1ccc(C2CC2C(=O)NN)cc1 (stereo not given)	-12	-1	-8	0	i	-2	-5	-0.2	4
O=C(O)c1ccc(CSc2nnc(-c3ccc(Cl)cc3)o2)cc1	7	0	-7	-1	i	-1	-5	-1.0	5
CCCc1cc(C(N)=O)c(NC(=O)C2CCCO2)s1 (stereo not given)	12	-2	-8	3	i	3	-10	0.3	-4
CC1=CCC2(CO)COC(c3ccccc3O)C1C2 (stereo not given)	5	-4	4	-5	i	-2	-1	-0.7	-11
c1ccc(-c2ccc(C3=Nn4c(Cn5nnc6ccccc65)nnc4SC3)cc2)cc1	11	-1	0	0	i	-1	0	0.8	2
COC(=O)CSc1nnc(CNC(=O)c2ccccc2OC)n1-c1ccc(OC)cc1	2	-1	-5	-3	i	-3	-6	.	0
Cc1cc(C)cc(CC(=O)N2CCC2(C)C(=O)NS(=O)(=O)c2cc(C)ccc2F)c1 (stereo not given)	10	1	-1	6	i	-4	-1	0.3	-6
OCCCCCNc1ncnc2ccccc12	1	2	-3	-1	i	-3	3	0.7	1
COc1ccc(C(=O)N[C@H](C(=O)OCn2nnc3ccccc3c2=O)C(C)C)cc1	-4	0	5	-3	i	-2	-1	-0.4	0
COC(=O)C(Cc1ccc(O)cc1)NC(=O)C1CCN(S(=O)(=O)c2ccc(C)cc2)CC1 (stereo not given)	-9	1	-8	-3	i	-1	7	3.5	0
COc1cc(C(CCN2CCCC(C)C2)c2c(OC)cc(OC)c3c(-c4ccccc4)cc(=O)oc23)cc(OC)c1OC (stereo not given)	5	0	-6	3	i	0	2	.	5
O=[N+]([O-])c1ccc(Oc2cccnc2)nc1	12	-2	0	-5	i	-3	-6	1.0	0
CCOC(=O)CC(Nc1nc(N2CCOCC2)nc(N2CCOCC2)n1)c1ccccc1Cl (stereo not given)	-7	1	-2	-6	i	-5	3	-0.3	1
COc1ccc(NC(=O)NS(=O)(=O)c2ccc(C)cc2)c(OC)c1	5	1	-2	1	i	-2	-10	-0.5	2
Cc1ccc(COC(=O)c2cc(S(=O)(=O)N3CCCCC3)ccc2N2CCOCC2)cc1	-4	1	-11	-1	i	-5	26	-0.2	-7
O=C(Nc1ccc2c(c1)OCCO2)C1c2ccccc2OCC(=O)N1Cc1ccccc1 (stereo not given)	.	.	10	0	.	-1	-4	0.8	-1
CCNc1nc(N)nc(Oc2ccc(OCCOc3ccccc3)nn2)n1	9	-4	-1	4	i	-8	-8	-0.2	10
Cc1ccc(N2CC(C(=O)Nc3nnc(SCC(N)=O)s3)CC2=O)cc1C (stereo not given)	-116	-2	-1	0	i	-9	0	-1.1	1
CCN(CC)S(=O)(=O)c1ccc(Cl)c(NC(=O)c2cc(Cl)cc(Cl)c2)c1	7	-3	-18	3	i	-4	-2	-0.1	4

Not a retest: two of the compounds above.
SMILES	MLLE-PAM2 inh	Rin1-Abl PPI inh	eLon inh	CSN deneddyl inh	Rpn11 block	MsrA act	FAS TE block	MsrA inhibitor	MT1-MMP act inh
CCOc1ccc(N/C(N)=N/c2nc(CSc3nnnn3-c3ccccc3)cc(=O)[nH]2)cc1	10	-1	1	-2	i	0	-3	-0.4	1
COc1cccc(CNC(=O)CN(C)S(=O)(=O)c2cccc3cccnc23)c1	13	-3	-7	-1	i	-2	0	0.6	3

Continued:
SMILES	MLLE-PAM2 inh	Rin1-Abl PPI inh	eLon inh	CSN deneddyl inh	Rpn11 block	MsrA act	FAS TE block	MsrA inhibitor	MT1-MMP act inh
CC(Nc1nc(-c2ccccc2O)nc2ccccc12)c1ccccc1 (stereo not given)	-2	-1	-2	5	i	-3	37	0.1	-10
N#Cc1ccc(-c2csc(NC(=O)/C=C/c3cccs3)n2)cc1	1	-1	-16	2	i	-9	14	-0.5	3
CC(=O)c1nccs1	-17	3	1	-3	i	16*	-8	.	1
C=CCNC(=O)CN(CCc1ccccc1)S(=O)(=O)c1ccccc1	-7	-2	-8	2	i	-2	-1	-0.4	0
CN(C)c1ccc2cc(S(=O)(=O)O)cc(O)c2c1	-17	3	3	35*	i	-2	-8	1.7	2
O=c1[nH]c(-c2ccccc2)nn1-c1ccc(Br)cc1Br	-11	1	6	5	i	-8	-3	-0.2	7
Cc1ccc(NC(=O)CN2CCCC2)cc1	0	-1	3	0	i	-3	-2	1.2	-6
Cc1ccc(CN2CC(C(=O)N3CCN(S(=O)(=O)c4cc(C)ccc4C)CC3)CC2=O)cc1 (stereo not given)	13	4	0	-5	i	-2	0	-1.1	-3
COc1cccc(NC(=O)CN(C)C(=O)c2cc(-c3cccc(Br)c3)nc3ccccc23)c1	6	0	6	1	i	-4	28	0.6	3
COc1ccc(C2C(C#N)=C(N)Nc3onc(C(C)(C)C)c32)c(OC)c1 (stereo not given)	-6	0	-9	-1	i	-4	-11	1.0	-3
COc1ccc(NC(=O)CN2C(=O)NC(C)(c3ccccc3)C2=O)c(OC)c1 (stereo not given)	-7	2	6	2	i	-1	-3	0.8	2
COc1ccccc1NC(=O)CCSc1nnc(-c2ccncc2)o1	-53	2	0	-4	i	0	-5	-0.8	0
COc1ccc(CCN(C)S(=O)(=O)c2cn(C)c(=O)n(C)c2=O)cc1OC	-5	2	-7	3	i	-3	-9	-0.5	1
CC(/C=C/C1[C@H](C)C[C@H](O[C@@H]2O[C@H](CO)[C@@H](O)[C@H](O)[C@H]2O)CC1(C)C)O[C@H]1O[C@H](CO)[C@@H](O)[C@H](O)[C@H]1O (stereo not given in full)	2	0	4	-2	i	0	-6	-0.3	0
CCC(CC)NC(=O)CO/N=C/c1ccc(Cl)cc1Cl	3	-8	3	6	i	1	4	0.0	5
Cc1cc(=O)[nH]c(-c2ccccc2)n1	-17	-2	1	7	i	-3	-5	-0.6	3
CCN(CC)CCn1c(NCc2ccc3c(c2)OCO3)nc2ccccc21	8	4	0	2	i	-1	-5	-1.6	1
COc1ccccc1N(CC(=O)NCc1ccco1)S(=O)(=O)c1ccc(C)cc1	18	0	-8	44*	i	0	-4	-1.0	-2
Cc1c(C(=O)Nc2cccc(C(F)(F)F)c2)oc2ccc(S(=O)(=O)N3CCOCC3)cc12	8	1	6	-2	i	-9	14	2.1	5
Nc1ncnc2c1ncn2[C@@H]1O[C@H](C(=O)N2CCN(Cc3ccccn3)CC2)[C@@H](O)[C@H]1O	-7	4	4	-1	i	-1	-5	.	5
COc1ccc(-c2cc(C(=O)Nc3c(C)nn(Cc4ccccc4)c3C)no2)cc1	-1	0	-11	4	i	-4	-6	0.2	10
O=C(Cn1ncc2c1-c1ccccc1OC2)N1CCN(Cc2ccc3c(c2)OCO3)CC1	6	1	-9	-2	i	-3	6	-0.4	14
O=C(CSc1nc(C2CC2)nc2ccccc12)N1c2ccccc2Sc2ccccc21	10	-1	14	0	i	-3	10	1.3	3
CCOc1ccc(C2CC(=O)NC3=C2C(=O)CCC3)cc1 (stereo not given)	-3	1	-6	-1	i	-2	-10	-0.3	-1
Cc1coc2c(C)c3oc(=O)c(CCC(=O)NCCCN4CCCC4=O)c(C)c3cc12	12	1	-4	-1	i	-2	-3	1.9	1
COc1cccc(CNC(=O)C(c2ccc(Cl)cc2)C(C)C)c1 (stereo not given)	-5	-1	2	7	i	-2	-7	-1.0	2
O=C(Cn1c(=O)oc2cc(S(=O)(=O)N3CCCC3)ccc21)NCc1ccccn1	-5	1	-4	-2	i	-6	-8	0.3	2
NC(=O)c1ccccc1OCC(=O)N1CCCC1c1ccc2c(c1)OCCCO2 (stereo not given)	-2	4	-4	1	i	-1	-2	-2.0	1
CN(C)Cc1c[nH]c2nc[nH]c(=O)c12	-1	2	-6	2	i	-5	-7	-0.3	0
Cn1cccc1/C=N/NC(=O)C(O)c1ccccc1 (stereo not given)	0	0	2	0	i	-6	-3	0.6	3
Cc1cc(NC(=O)CSc2nc(C)c(C)n2CC(C)C)no1	-106	3	0	-4	i	-13	-3	0.3	-2
CN(C)CC[C@@H](c1ccc(Cl)cc1)c1ccccn1	4	-4	-7	3	i	-7	-5	2.8	-4
Nc1nonc1C(=O)N/N=C/c1cc2c(cc1[N+](=O)[O-])OCO2	4	1	-1	1	i	-7	-3	1.1	2
